High-throughput results from PubChem BioAssay.
D1 antagonist: blocks dopamine activation of the human D1 receptor. AID 504652. HEK293 TREx D1 cells, calcium flux, dopamine EC80; hits give low values. P21728. actives 3.2% (n = 360,000). activity change, negative = inhibition, % at 10 µM; in the data active = activity change below about -30%; also: % is scaled to controls: 0 for no effect and ±100 for the full control effect
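Kinetic fluorescence of a calcium dye serves as the read-out. D1-expressing Hek293 Trex cells, induced overnight at 30 C, are exposed to compound for 180 s before an EC80 dopamine addition, then read 180 s further.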
D2 potentiator: positively modulates the human D2 dopamine receptor allosterically; HEK293 T-REx D2, calcium flux, EC20 dopamine potentiation; potentiation, % at 10 µM; AID 485347; actives 0.34% (n = 340,000);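 active = potentiation over 3 SD above the plate norm, cut at about 30% in these data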; also: 0% is about no effect
Target sequence (P14416 whole entry, looked up): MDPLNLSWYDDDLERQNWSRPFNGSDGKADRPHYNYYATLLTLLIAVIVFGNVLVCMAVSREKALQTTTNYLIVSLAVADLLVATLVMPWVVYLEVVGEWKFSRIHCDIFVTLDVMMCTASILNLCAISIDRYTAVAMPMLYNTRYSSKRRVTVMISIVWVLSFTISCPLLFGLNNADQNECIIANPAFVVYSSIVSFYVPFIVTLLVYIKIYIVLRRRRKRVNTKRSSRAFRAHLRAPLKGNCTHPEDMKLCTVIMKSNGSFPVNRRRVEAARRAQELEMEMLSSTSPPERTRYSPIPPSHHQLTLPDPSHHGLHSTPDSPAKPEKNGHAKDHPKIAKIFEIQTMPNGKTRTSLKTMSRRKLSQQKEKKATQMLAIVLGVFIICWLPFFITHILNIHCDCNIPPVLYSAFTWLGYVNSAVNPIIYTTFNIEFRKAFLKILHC
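Potentiation of an EC20 dopamine calcium response is measured in a force-coupled, tetracycline-inducible Hek293 Trex D2 line. Compound-only kinetic reads over 180 s flag agonists before dopamine addition.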
D1 potentiator: potentiators of human D1 dopamine receptor; P21728; HEK293 TREx D1 cells, calcium flux, dopamine EC20 potentiation; actives 0.036% (n = 360,000); AID 504651; potentiation, % at 10 µM; in the data active = potentiation above about 30%; also: 0% is about no effect
GRP78 ERSR act: induces the endoplasmic reticulum stress response in human glioma cells. U87-MG GRP78 promoter luciferase reporter, 16 h. Potency, µM, inactives show at the highest dose activation, hits mostly activators. actives 0.02% (n = 420,000). AID 602332; also: potency is read from the fitted curve at half-maximal effect; series mostly up to about 76 µM; % of control where 0% means no effect; nearly all actives have a fitted effect of over 35% in size
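ERSR induction read as luciferase luminescence (Bright-Glo, 10 min at room temperature) in stably transfected human U87-MG glioma cells exposed to compounds for 16 h, using GRP78 as sensor.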
D1 ag: activates the human D1 dopamine receptor; AID 504660; activation, % at 2 µM; actives 1% (n = 360,000); HEK293 T-REx D1 cells, calcium flux, agonist mode; in the data active = activation above about 30%; also: 0% is about no effect
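Tetracycline-induced HEK293 TREx D1 cells, force-coupled to calcium signalling, were dye-loaded with a no-wash calcium kit. Compound was pin-added after a 10 s baseline. Fluorescence was read kinetically at 1 cycle/s for 180 s, with calcium rises flagged as agonism.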
Vif-APOBEC3G blk: Vif-A3G binding inhibition | Q9HC16 | HeLa A3G-eYFP + Vif (tagged APOBEC3G with the HIV-1 protein that degrades it), YFP fluorescence, overnight | Potency, µM (doses to about 46.1 µM), for the others: top-dose activity, negative = active, usual class: inhibitors | actives 0.076% (n = 410,000);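 also: potency is read from the fitted curve at half-maximal effect; % is scaled to controls: 0 for no effect and ±100 for the full control effect; nearly all actives have a fitted effect of over 60% in size; hits raise eYFP signal because A3G escapes Vif-driven loss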
Target sequence (Q9HC16 whole entry, looked up): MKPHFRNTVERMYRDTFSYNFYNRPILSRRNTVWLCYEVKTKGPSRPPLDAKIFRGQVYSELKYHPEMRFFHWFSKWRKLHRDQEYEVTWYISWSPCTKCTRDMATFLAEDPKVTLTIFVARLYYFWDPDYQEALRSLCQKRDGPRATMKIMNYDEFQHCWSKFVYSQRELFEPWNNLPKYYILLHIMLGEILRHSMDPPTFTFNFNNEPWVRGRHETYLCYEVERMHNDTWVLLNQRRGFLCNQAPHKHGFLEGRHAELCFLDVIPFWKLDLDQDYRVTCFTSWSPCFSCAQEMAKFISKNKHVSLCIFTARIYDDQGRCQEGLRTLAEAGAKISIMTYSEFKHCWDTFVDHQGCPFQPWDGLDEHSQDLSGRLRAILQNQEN
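Read-out is eYFP fluorescence (Ex 488/Em 500-530) from Vif-expressing HeLa A3G-eYFP cells; more signal means A3G escaped Vif-mediated degradation. Cells plated overnight, compound pinned in, incubated overnight at 37 deg C.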
RXFP1 ag: agonists of human relaxin receptor RXFP1. Potency, µM (doses to about 57.5 µM), inactives show at the top dose activation, hits mostly activators. AID 2676. actives 0.3% (n = 370,000). HEK293T-RXFP1 cAMP TR-FRET, 30 min; response scale: percent of porcine relaxin response, buffer zero. Q9HBX9; also: potency is read from the fitted curve at half-maximal effect; % is scaled to controls: 0 for no effect and ±100 for the full control effect; nearly all actives have a fitted effect of over 60% in size; many of its hits are not listed in these tables
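HEK293 cells stably expressing RXFP1, treated 30 min at 37C with compounds plus PDE4 inhibitor Ro 20174; cAMP measured by HTRF TR-FRET. Normalized to buffer and 29 nM porcine relaxin; EC50 by Hill fit.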
RXFP1 antag: blocks the human relaxin receptor RXFP1 | AID 1259400 | HEK293-RXFP1, relaxin-stimulated cAMP HTRF, 30 min; hits give low values | actives 0.59% (n = 350,000) | Q9HBX9 | activity change, negative = inhibition, % at 57.5 µM;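 active = activity change of -60% or lower, but not beyond a set lower limit; inconclusive = change between -60% and -40%, or beyond the set limit; inactive = change above -40%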; also: % is scaled to controls: 0 for no effect and ±100 for the full control effect
Vif-A3F inh: inhibitors of Vif-A3F interaction; HeLa A3F-eYFP + Vif (tagged APOBEC3F with the HIV-1 protein that degrades it), YFP fluorescence increase; Potency, µM (highest dose often 46.1 µM), without a hit: at the highest dose activity, negative = active; actives 0.2% (n = 390,000); also: potency is read from the fitted curve at half-maximal effect; % of control where 0% means no effect; nearly all actives have a fitted effect of over 65% in size
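HeLa cells stably expressing A3F-eYFP plus Vif, plated and incubated overnight at 37 deg C, then exposed to compounds overnight at 37 deg C. Blocked degradation read as raised yellow fluorescence (Ex 488/Em 500-530).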
* hit, by the source's call; u = inconclusive; x = no result given. Unless noted, calls follow the shape of the dose curve; as a rule, active = well fitted curve in the direction sought with a large enough effect; inconclusive = small, poorly fitted or top-dose-only effect, or another doubt; inactive = no such curve, though single readings can be large; an effect the other way counts as inactive or inconclusive. This is a subset (hit frequency here may not be typical).

SMILES	D1 antagonist	D2 potentiator	D1 potentiator	GRP78 ERSR act	D1 ag	Vif-APOBEC3G blk	RXFP1 ag	RXFP1 antag	Vif-A3F inh
Cc1ccc(CNC(=O)C(=O)Nc2nccs2)cc1	2	-3	-2	2%	1	0%	3.1%	12	1%
COc1ccc(CN2C(=O)NC3(CCCCC3)C2=O)cc1F	x	-9	-3	-3%	0	-4%	-2.4%	-10	8%
CCc1ccc(C2=NN(CCC(=O)NC(C)CCc3ccccc3)C(=O)CC2)cc1 (stereo not given)	6	-2	-5	-1%	1	1%	0.8%	-23	-2%
CCCCN(C(=O)c1cc(-c2ccncc2)nc2ccccc12)c1c(N)n(CC(C)C)c(=O)[nH]c1=O	x	x	x	-2%	x	-5%	x	-1	0%
CCN(c1ccc(N=Cc2c(O)n(Cc3ccc(OC)cc3)c(=O)c3ccccc23)cc1)C(C)C	-1	2	5	-2%	57*	u	7.7%	2	-869%
CC(NC(=O)C(C)(C)C)c1nc2ccccc2n1C (stereo not given)	7	-8	-2	-5%	0	-4%	2.5%	-13	1%
Cc1ccc(NC(=O)c2cc([N+](=O)[O-])ccc2Cl)c(O)c1	-6	x	-2	1%	1	-20%	0.7%	9	-11%
Cc1ccc(CNC(=O)C2CCCN(S(=O)(=O)N3CC(C)CC(C)C3)C2)cc1 (stereo not given)	7	3	3	-1%	1	1%	-2.0%	9	-8%
O=C(NC1CCCCC1)c1cc([N+](=O)[O-])ccc1N1CCCCC1	9	7	-2	-5%	0	-3%	3.3%	-14	-11%
Cn1c(Nc2ccccc2)nc2ccccc21	-46*	-9	-2	8%	3	1%	2.1%	-7	-5%
COc1ccc(CCNC(=O)CSc2nc3ncccc3[nH]2)c(OC)c1	22	-10	-2	u	0	0%	0.7%	12	1%
CCC(CO)Nc1ncnc2onc(-c3ccc(F)cc3)c12 (stereo not given)	5	-4	-2	-4%	1	1%	1.0%	-5	-17%
COc1ccc(S(=O)(=O)N2CCCCCC2)cc1C(=O)Nc1ccc(C)cn1	0	0	-9	-2%	0	0%	u	-2	7%
COc1ccccc1CNS(=O)(=O)c1ccc(-n2cccn2)cc1	-6	-2	-2	-1%	13	-1%	1.2%	-2	-1%
CCOC(=O)c1c(C)[nH]c(C(=O)N/N=C/c2ccc(Br)cc2)c1C	-40*	-13	-7	-5%	3	-36%	0.8%	-21	-8%
COC(=O)C(O)(CC(=O)Nc1ccc(Cl)cc1F)C(F)(F)F (stereo not given)	30	-3	9	-2%	2	2%	-0.2%	0	0%
O=C(Nc1ccc(Oc2cccnc2)cc1)C1CCN(Cc2cc(Cl)ccc2O)CC1	-18	-15	5	-4%	9	2%	1.4%	4	7%
O=C(CSc1nnc(C2COc3ccccc3O2)o1)NC1CCCCC1 (stereo not given)	9	-3	5	1%	0	-1%	2.4%	-5	1%
COc1cc(-c2noc(-c3cc4cc(F)ccc4oc3=O)n2)cc(OC)c1OC	-8	-5	2	-1%	2	5%	3.0%	14	2%
COc1cc(C(=O)OCCn2c(=O)c3c(ncn3CCN(C)C)n(C)c2=O)cc(OC)c1OC	7	5	1	-2%	1	5%	5.3%	x	4%
Cc1cccc(C(=O)NCC(=O)Nc2ccc(S(=O)(=O)Nc3nc(C)cc(C)n3)cc2)c1	-17	2	-3	-2%	2	1%	5.5%	-10	0%
O=C(/C=C/c1ccco1)Nc1nc(-c2ccc(F)c(F)c2)cs1	-28	-4	-3	2%	6	1%	-0.8%	-33	4%
C[C@@H]1CN([C@H](C)CO)C(=O)CCCn2nncc2CO[C@H]1CN(C)C(=O)Nc1ccc2c(c1)OCO2	x	x	x	-3%	x	-1%	x	0	-2%
C=C(C)COc1ccc(-c2n[nH]c(C)c2-c2ccc(OC)c(OC)c2)c(O)c1	4	x	-13	-5%	2	u	2.9%	u	-1%
O=C(Nc1nnc(C2CC2)s1)c1cccc(S(=O)(=O)N2CCc3ccccc32)c1	-23	-6	-6	-2%	4	2%	3.2%	-1	-5%
New compounds follow.
SMILES	D1 antagonist	D2 potentiator	D1 potentiator	GRP78 ERSR act	D1 ag	Vif-APOBEC3G blk	RXFP1 ag	RXFP1 antag	Vif-A3F inh
CCOc1ccc(N2CC(NC(=O)c3cccc4ccccc34)CC2=O)cc1 (stereo not given)	-7	8	-2	-3%	-1	1%	1.6%	-9	1%
CC(C)C[C@H](NC(=O)C1CCC(CNC(=O)[C@@H]2CCCN2C(=O)OC(C)(C)C)CC1)C(=O)O (stereo not given in full)	-2	-1	-3	-1%	1	-1%	2.3%	5	13%
c1cnc(NC2C3CC4CC(C3)CC2C4)nc1 (stereo not given)	-2	-3	-2	-2%	7	2%	-1.4%	8	-2%
COc1cccc(N=Cc2c(O)n(-c3cccc(C)n3)c(=O)c3ccccc23)c1	-9	10	-4	-3%	3	0%	3.9%	5	3%
CCOc1ccc(S(=O)(=O)N2CCN(C(=O)Cc3n[nH]c(=O)c4ccccc34)CC2)cc1	-14	7	-8	-1%	2	1%	0.9%	-13	-1%
Cc1cc(C)cc(NC(=O)CN2CCCN(S(=O)(=O)c3ccc(Br)s3)CC2)c1	5	-10	3	-5%	8	-1%	-1.2%	-17	-2%
COc1ccc(C(=O)NCCCN2CCOCC2)cc1OC	-12	-3	-9	-5%	3	0%	3.3%	-5	x
COc1ccc(Cn2cc([N+](=O)[O-])nc2C)cc1[N+](=O)[O-]	7	5	-2	-3%	2	0%	0.0%	-8	9%
Nc1ccc(Cc2ccccn2)cc1	1	x	2	1%	1	-3%	-1.2%	5	-3%
CC1(C)CC(=O)C(C2C3=C(CC(C)(C)CC3=O)Oc3ccccc32)=C(O)C1 (stereo not given)	0	-6	5	-2%	0	-1%	-0.2%	8	1%
CCOc1ccc(/C(O)=C2/C(=O)C(=O)N(CC3CCCO3)C2c2cccs2)cc1 (stereo not given)	-4	-1	1	-4%	4	1%	21%	10	-13%
Cc1cc2c(cc1C)C(=O)CCC2	x	x	x	-6%	x	-4%	x	6	5%
COc1cccc(CN(c2ccccc2C(=O)O)S(=O)(=O)c2ccc(C)cc2)c1	x	x	x	-4%	x	-5%	x	-3	-21%
CCOC(=O)Cn1c(C)cc(=O)c2ccccc21	-6	-3	-8	-3%	3	1%	-0.8%	-5	-1%
CCO[C@H]1OC(C(=O)NCc2ccccc2)=C[C@@H](C2CC2)[C@@H]1CCCO	-44*	4	-4	-2%	-4	0%	3.9%	x	5%
O=C(OCC1CCC=CO1)C1CCC=CO1 (stereo not given)	x	x	x	-1%	x	-3%	x	-27	-23%
C=CCC1(NCc2ccco2)CCN(CC)CC1	13	1	-7	2%	4	4%	3.0%	-3	-4%
Cc1noc(C)c1CN1C(=O)c2cccc([N+](=O)[O-])c2C1=O	-3	-5	-3	-2%	2	0%	12%	3	-14%
O=C(OCc1cc2ccccc2[nH]c1=O)C1CCCO1 (stereo not given)	5	-2	0	-6%	1	1%	-0.1%	-6	2%
COC(=O)c1ccc(CSc2nnc3ccccn23)o1	-4	15	-5	-5%	1	2%	0.1%	10	1%
Oc1c(C=NCc2ccccc2)sc2ccccc12	13	x	-1	-3%	2	-5%	0.3%	-7	-2%
O=S1(=O)CC2SC(=S)N(Cc3ccccc3)C2C1 (stereo not given)	-2	-5	0	-4%	2	0%	0.7%	-18	4%
COC(=O)c1[nH]c2cc(OC)ccc2c1NC(=O)c1nonc1C	-19	3	-7	0%	0	1%	0.7%	-9	-4%

12 successive entries already listed:
SMILES	D1 antagonist	D2 potentiator	D1 potentiator	GRP78 ERSR act	D1 ag	Vif-APOBEC3G blk	RXFP1 ag	RXFP1 antag	Vif-A3F inh
Cc1cc2c(cc1C)C(=O)CCC2	x	x	x	-6%	x	-4%	x	6	5%
COc1cccc(CN(c2ccccc2C(=O)O)S(=O)(=O)c2ccc(C)cc2)c1	x	x	x	-4%	x	-5%	x	-3	-21%
CCOC(=O)Cn1c(C)cc(=O)c2ccccc21	-6	-3	-8	-3%	3	1%	-0.8%	-5	-1%
CCO[C@H]1OC(C(=O)NCc2ccccc2)=C[C@@H](C2CC2)[C@@H]1CCCO	-44*	4	-4	-2%	-4	0%	3.9%	x	5%
O=C(OCC1CCC=CO1)C1CCC=CO1 (stereo not given)	x	x	x	-1%	x	-3%	x	-27	-23%
C=CCC1(NCc2ccco2)CCN(CC)CC1	13	1	-7	2%	4	4%	3.0%	-3	-4%
Cc1noc(C)c1CN1C(=O)c2cccc([N+](=O)[O-])c2C1=O	-3	-5	-3	-2%	2	0%	12%	3	-14%
O=C(OCc1cc2ccccc2[nH]c1=O)C1CCCO1 (stereo not given)	5	-2	0	-6%	1	1%	-0.1%	-6	2%
COC(=O)c1ccc(CSc2nnc3ccccn23)o1	-4	15	-5	-5%	1	2%	0.1%	10	1%
Oc1c(C=NCc2ccccc2)sc2ccccc12	13	x	-1	-3%	2	-5%	0.3%	-7	-2%
O=S1(=O)CC2SC(=S)N(Cc3ccccc3)C2C1 (stereo not given)	-2	-5	0	-4%	2	0%	0.7%	-18	4%
COC(=O)c1[nH]c2cc(OC)ccc2c1NC(=O)c1nonc1C	-19	3	-7	0%	0	1%	0.7%	-9	-4%
